# STAT3 inh: reduces IL-6 driven STAT3 reporter signal; U3A cells, IL-6 STAT3-luciferase reporter, luminescence; host cell line lacks STAT1; inhibition, % at 5.5 µM; 190,000 compounds, 0.89% hits;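 active means inhibition above the mean inhibition across all screened compounds plus 3 SD, cut at about 44% in these data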;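 further: 0% = DMSO only wells and 100% = 100 µM nifuroxazide control wells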
# NF-kB expr up: compounds increasing NF-kB expression in human neuronal cells; NF-kB reporter expression; hits give high values; fold change at 12.5 µM; 190,000 compounds, 1.6% hits; in the data active means fold change above about 3.3
# STAT1 activator: STAT1 signaling activation. NIH 3T3 STAT1-luciferase reporter, IFN-gamma, luminescence; 100% = IFN-gamma alone, no compound. activation (% of control), % at 5.5 µM. 200,000 compounds, 2.6% hits. AID 932;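 active means activation above the screen-wide mean activation plus 3 SD, cut at about 130% in these data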;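 further: raw ratio to IFN-gamma control signal so 100% means no change and 0% no light; values of inactives mirror those of a sister screen read the other way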
# STAT3 act: increases IL-6 driven STAT3 reporter signal. U3A cells, IL-6 STAT3-luciferase reporter, luminescence; 100% = signal with IL-6 EC80 alone. AID 871. 190,000 compounds, 0.91% hits. activation (% of control), % at 5.6 µM;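 active means activation above the screen-wide mean of compound activation plus 3 SD, cut at about 130% in these data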;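 further: 0% = background luminescence of wells with medium and substrate only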
#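 Material: STAT1-lacking human U3A cells, STAT3 luciferase reporter | Benchmarks: IL-6-only wells as 100% reference | Probe or stimulus: IL-6 (33 ng/mL) | Timing: Compound 1 h, then IL-6 6 h at 37 °C | Detection: Luminescence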
# FLuc stim CS: affects firefly luciferase, flagging false hits in luciferase stimulation screens; ATPlite luciferase biochemical, luminescence, 10 min; 0 = ATP-free wells, 1 = DMSO control; P08659; activation factor at 10 µM; 200,000 tested, under 10 active;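 active means luciferase activation factor, scaled between plate controls, of at least 2 with compound at 10 µM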
# Target sequence (P08659 whole entry, looked up): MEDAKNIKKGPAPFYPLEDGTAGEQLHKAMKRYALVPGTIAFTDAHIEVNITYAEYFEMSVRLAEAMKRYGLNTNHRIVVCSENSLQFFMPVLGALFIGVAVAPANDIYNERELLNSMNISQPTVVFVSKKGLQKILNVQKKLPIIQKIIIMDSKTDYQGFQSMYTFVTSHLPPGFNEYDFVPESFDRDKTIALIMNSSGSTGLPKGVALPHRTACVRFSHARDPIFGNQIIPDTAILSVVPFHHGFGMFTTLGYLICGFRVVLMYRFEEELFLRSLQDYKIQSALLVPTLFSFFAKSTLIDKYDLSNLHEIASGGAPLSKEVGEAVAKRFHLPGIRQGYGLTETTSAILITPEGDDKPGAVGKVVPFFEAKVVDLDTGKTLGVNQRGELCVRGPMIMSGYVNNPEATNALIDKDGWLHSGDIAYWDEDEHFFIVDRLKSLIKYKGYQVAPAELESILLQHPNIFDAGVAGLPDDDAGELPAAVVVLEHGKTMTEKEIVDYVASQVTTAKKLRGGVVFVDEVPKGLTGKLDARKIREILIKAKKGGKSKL
#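 System: luciferase plus luciferin reagent, cell-free; medium: PBS as buffer for the ATP substrate; dosing: test compounds dosed from 2 mM stocks in 100% DMSO; timing: 10 min post-reagent at room temperature; measured by: luminescence measurement of luciferase light output; evaluation: luciferase activation, seen as luminescence increase over controls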
# STAT1 inh: inhibitors of IFN-gamma induced STAT1 signaling; 200,000 compounds, 0.35% hits; NIH 3T3 STAT1-luciferase reporter, luminescence; AID 920; inhibition, % at 5.5 µM;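 active means inhibition above a set limit, the mean inhibition across all tested compounds plus 3 SD, cut at about 34% in these data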;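 further: 0% = IFN-gamma with DMSO and 100% = IFN-gamma with 300 µM nifuroxazide; values of inactives mirror those of a sister screen read the other way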
# APP transl inh: APP translation inhibition. inhibition, % at 2 µM. SH-SY5Y APP 5'UTR-luciferase reporter, luminescence. 190,000 compounds, 0.82% hits;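 active means inhibition above a set limit, derived from the sample mean plus 3 SD, cut at about 45% in these data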; further: values of inactives mirror those of a sister screen read the other way
# APP 5'UTR act: activates APP 5'UTR luciferase reporter; SH-SY5Y APP 5'UTR luciferase reporter, luminescence; zero percent = DMSO vehicle wells; activation, % at 2 µM; 190,000 compounds, 1% hits; AID 1276;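 active means activation above a set limit, based on mean plus 3 SD of controls, cut at about 140% in these data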; further: values of inactives mirror those of a sister screen read the other way
# FLuc inhib CS: inhibits firefly luciferase, flagging false hits in luciferase inhibition screens; inhibition, % at 10 µM; 200,000 compounds, 1.5% hits; AID 1006; ATPLite firefly luciferase biochemical luminescence, 10 min; P08659;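 active means inhibition above about 50% when tested at 10 µM, limit read from the data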
# ROMK mod: human ROMK K+ channel modulation, primary screen. 130,000 compounds, 2% hits. Tet-inducible ROMK, thallium flux fluorescence; actives lie on both sides. P48048. B-score at 10 µM. AID 1918;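 active means signal ratio slope over the read window, or its plate-corrected B-score, at least 3 SD from the plate mean, either direction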;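 further: B-score of the F/F0 ratio slope over 7 to 12 s after thallium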
# Target sequence (P48048 whole entry, looked up): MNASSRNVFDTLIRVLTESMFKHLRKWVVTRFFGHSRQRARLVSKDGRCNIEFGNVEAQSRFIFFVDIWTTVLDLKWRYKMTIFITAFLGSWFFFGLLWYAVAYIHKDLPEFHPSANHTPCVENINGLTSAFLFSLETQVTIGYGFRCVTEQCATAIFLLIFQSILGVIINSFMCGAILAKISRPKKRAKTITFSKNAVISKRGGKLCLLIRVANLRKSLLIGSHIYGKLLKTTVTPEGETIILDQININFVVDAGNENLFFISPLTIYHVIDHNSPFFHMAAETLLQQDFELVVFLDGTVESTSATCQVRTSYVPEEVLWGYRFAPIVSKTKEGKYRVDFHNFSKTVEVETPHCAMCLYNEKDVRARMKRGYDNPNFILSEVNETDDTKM
# * hit, by the source's call; · = no result given.
No.	Molecule	STAT3 inh	NF-kB expr up	STAT1 activator	STAT3 act	FLuc stim CS
1	COC(=O)C1=C(C)NC(C)=C(C(=O)OC)C1C(=O)OC(C)C(=O)c1ccccc1 (configuration not stated)	8.5	0.96	102.8	99.4	1.1
2	CCN(CC)S(=O)(=O)c1cccc(-c2nnc(SCC(=O)NC)n2CCc2ccccc2)c1	5.6	0.89	98.1	100.7	1.1
3	O=C(NCc1ccccn1)C1CCCN(S(=O)(=O)c2cccc3nsnc23)C1 (configuration not stated)	2.3	1.25	100.3	102.7	1
4	O=[N+]([O-])c1ccc(N2CCN(c3ccc(O)cc3)CC2)c(Cl)c1	0.6	4.06*	100.0	98.2	1.1
5	O=C(NCCn1cc(SCC(=O)N2CCOCC2)c2ccccc21)c1ccccc1	1.2	0.94	107.5	99.2	1
6	O=C(c1ccccc1Br)N1CCn2c1nc1ccccc12	14.3	1.24	98.1	91.3	1
7	O=C1c2cccc([N+](=O)[O-])c2C(=O)N1CCO	7.3	1.44	93.7	95.7	1.1
8	C=CCn1c(Cc2c[nH]c3ccccc23)n[nH]c1=S	7.7	1.64	103.4	98.9	0.9
9	CCOC(=O)N1CCC(NC(=O)CN2C(=O)COc3ccc(C(C)(C)C)cc32)CC1	1.6	1.12	95.2	102.9	1.1
10	COc1ccc(C(=O)C(c2ccccc2)N2CCOCC2)cc1 (configuration not stated)	7.8	1.71	91.8	96.8	1
11	Nc1nnc(SCc2ccc3c(c2)OCO3)s1	6.6	1.56	108.7	96.2	1
12	Cc1cc(C)n2nc[n+](C)c2n1	-4.2	0.97	106.2	105.8	1.1

No.	STAT1 inh	APP transl inh	APP 5'UTR act	FLuc inhib CS	ROMK mod
1	-4.4	-9.7	9.7	-5.9	0.0177
2	2.7	-9.8	9.8	-5.3	·
3	-0.3	-1.4	1.4	-1.2	·
4	0.2	0.9	-0.9	-9.3	0.134
5	-7.0	-18.6	18.6	0.3	·
6	0.6	-12.3	12.3	1.3	1.3
7	5.2	5.7	-5.7	-7.7	·
8	-3.7	-10.3	10.3	7.9	0.849
9	5.3	3.6	-3.6	-5.3	0.623
10	8.8	5.6	-5.6	-4.7	-0.169
11	-9.4	11.3	-11.3	-2.2	·
12	-6.8	-2.2	2.2	-6.2	0.00536

# Continued:
No.	Molecule	STAT3 inh	NF-kB expr up	STAT1 activator	STAT3 act	FLuc stim CS
13	Cc1c(NS(=O)(=O)c2ccc(N3CCCCC3)c([N+](=O)[O-])c2)c(=O)n(-c2ccccc2)n1C	2.8	1.18	105.0	101.0	1.1
14	COc1ccccc1C(=O)Nc1cc2ccccc2oc1=O	-87.1	2.26	120.6	184.2*	0.9
15	Cc1cc(SCC(=O)N/N=C/c2ccc(O)cc2O)c(C)cc1Br	34.8	1.51	99.9	72.5	1.1
16	COc1ccc(OCC(=O)N/N=C/C=C/c2ccccc2)cc1	3.9	1.37	96.1	95.6	0.2
17	CC1Cc2nc(SCC(=O)NC3CCCCC3)n(C)c(=O)c2S1 (configuration not stated)	13.6	0.93	90.3	91.1	1
18	Cc1ccc(S(=O)(=O)N(C)c2ccc(OCC(=O)NCc3ccco3)cc2)cc1	3.9	1.44	103.6	97.7	1
19	CCCCc1ccc(NC(=O)CN2NS(=O)(=O)c3ccccc3C2=O)cc1	-2.6	1.14	97.8	102.4	1.1
20	Cc1ccccc1NC1=NC(C)(C)N=C(N)N1	10.5	1.03	98.2	98.5	1
21	c1ccc(CSc2nnc(Cc3ccccc3)o2)cc1	-7.4	·	126.8	112.2	1
22	FC(F)(F)c1nc2ccccc2nc1N/N=C/c1ccc(Cl)cc1	25.8	0.94	97.3	83.9	0.9
23	COCCCn1c(Cc2csc(Nc3ccccc3)n2)nnc1SCC(N)=O	11.5	1.46	87.9	93.0	1
24	CCOc1ccccc1C1CC(=O)Nc2cc(OC)c(OC)c(OC)c21 (configuration not stated)	7.4	0.95	93.4	96.6	1

No.	STAT1 inh	APP transl inh	APP 5'UTR act	FLuc inhib CS	ROMK mod
13	-5.7	-5.5	5.5	-7.4	-0.487
14	-22.3	-15.8	15.8	14.0	-0.534
15	0.1	49.1*	-49.1	-5.9	·
16	4.3	-0.3	0.3	80.6*	-1.19
17	10.6	1.2	-1.2	-1.1	·
18	2.8	5.2	-5.2	-1.7	·
19	2.4	6.9	-6.9	-8.0	-0.153
20	1.9	-13.9	13.9	-2.2	·
21	-28.7	-67.1	67.1	2.5	-0.186
22	5.3	-6.1	6.1	8.5	·
23	8.4	-12.1	12.1	-0.6	0.94
24	7.2	-5.3	5.3	-2.4	0.304

# Just ROMK mod, STAT3 act and NF-kB expr up (four entries from above):
item	Compound	ROMK mod	STAT3 act	NF-kB expr up
24	CCOc1ccccc1C1CC(=O)Nc2cc(OC)c(OC)c(OC)c21 (configuration not stated)	0.304	96.6	0.95
14	COc1ccccc1C(=O)Nc1cc2ccccc2oc1=O	-0.534	184.2*	2.26
16	COc1ccc(OCC(=O)N/N=C/C=C/c2ccccc2)cc1	-1.19	95.6	1.37
17	CC1Cc2nc(SCC(=O)NC3CCCCC3)n(C)c(=O)c2S1 (configuration not stated)	·	91.1	0.93

# An excerpt of these results, in transposed form:
21. c1ccc(CSc2nnc(Cc3ccccc3)o2)cc1
22. FC(F)(F)c1nc2ccccc2nc1N/N=C/c1ccc(Cl)cc1
23. COCCCn1c(Cc2csc(Nc3ccccc3)n2)nnc1SCC(N)=O
24. CCOc1ccccc1C1CC(=O)Nc2cc(OC)c(OC)c(OC)c21 (configuration not stated)

assay / compound	21	22	23	24
STAT3 inh	-7.4	25.8	11.5	7.4
NF-kB expr up	·	0.94	1.46	0.95
STAT1 activator	126.8	97.3	87.9	93.4
STAT3 act	112.2	83.9	93.0	96.6
FLuc stim CS	1	0.9	1	1
STAT1 inh	-28.7	5.3	8.4	7.2
APP transl inh	-67.1	-6.1	-12.1	-5.3
APP 5'UTR act	67.1	6.1	12.1	5.3
FLuc inhib CS	2.5	8.5	-0.6	-2.4
ROMK mod	-0.186	·	0.94	0.304

# Following part:
No.	Molecule	STAT3 inh	NF-kB expr up	STAT1 activator	STAT3 act	FLuc stim CS
25	Clc1ccc(CNc2nc(CN3CCOCC3)nc3scc(-c4ccccc4)c23)cc1	-5.0	0.48	99.4	107.6	1
26	Cc1ccc2nc(SCc3nnc(-c4ccccc4)o3)[nH]c2c1	-8.3	1.01	97.1	109.6	1
27	CCc1nnc(NC(=O)c2ccc(Cl)c(S(=O)(=O)N3CCc4ccccc43)c2)s1	3.2	0.98	88.9	96.1	1
28	COc1cc(NC(=O)c2ccc(CNc3c(N4CCOCC4)c(=O)c3=O)cc2)cc(OC)c1	7.0	1.27	97.5	101.7	1.1
29	Cc1cc(NC(=O)CSCCO)no1	-13.5	1.08	99.6	111.8	1
30	Cc1ccc(N2C(=O)[C@@H]3[C@H](C2=O)[C@H]2C=CC=NN2[C@@H]3C(=O)Nc2ccc(Cl)cc2)cc1	-14.7	1.06	92.8	114.2	1.1
31	COc1ccc(C(=O)N=C2CCC(C#N)=C3c4cc(OC)c(OC)cc4CCN23)cc1	-2.5	0.9	87.4	101.2	1
32	COc1cccc2c1C(=O)c1ccc3ccccc3c1C2=O	-26.2	1.37	115.7	130.4	0.5
33	Cc1ccc(C(=O)Nc2ccc(Br)cc2)cc1S(=O)(=O)Nc1ccccn1	3.4	1.05	107.2	93.1	1
34	CNC(=O)N(C1=NCCCCC1)c1ccc(Br)cc1	0.4	1.09	104.7	102.3	1
35	CCOC(=O)C1(CCc2ccccc2)CCN(Cc2ccc(O)cc2)CC1	-0.8	1.09	99.9	102.7	1.1
36	COCCNC(=O)CN(c1ccc(OC)c(OC)c1)S(=O)(=O)c1ccc(C)cc1	5.6	1.06	97.5	102.8	1

No.	STAT1 inh	APP transl inh	APP 5'UTR act	FLuc inhib CS	ROMK mod
25	0.7	-12.5	12.5	-2.5	-2.7
26	3.3	-6.1	6.1	-4.0	·
27	12.1	·	·	-3.0	-2.51
28	2.8	2.5	-2.5	-7.8	·
29	0.4	9.7	-9.7	-3.7	·
30	8.0	-27.4	27.4	-7.1	·
31	14.1	15.6	-15.6	-4.8	·
32	-17.0	-17.3	17.3	45.8	-1.13
33	-7.9	-15.8	15.8	-2.0	·
34	-5.2	45.0*	-45.0	-4.9	·
35	-1.8	1.2	-1.2	-12.0	-1.81
36	2.8	-9.3	9.3	-0.8	·

# Additional records follow:
No.	Molecule	STAT3 inh	NF-kB expr up	STAT1 activator	STAT3 act	FLuc stim CS
37	COC(=O)C1CCN(C(=O)c2ccc(Cl)c(S(=O)(=O)NCc3cccnc3)c2)CC1	0.5	1.03	103.4	103.2	1
38	Clc1ccc(COc2ccccc2-c2ccnc3ncnn23)cc1	-6.3	1.76	123.0	105.7	0.9
39	COc1ccc(CCNC(=O)CSc2nnc(-c3ccc(F)cc3)o2)cc1OC	5.3	0.98	93.5	98.9	1.1
40	Cc1ccc(CCn2c3c(c4ccccc42)CN(C)CC3)cn1	8.7	1.07	79.9	98.1	1.1
41	CCn1nnc(NC(=O)C(C)(c2ccccc2)c2ccccc2)n1	-2.8	1.29	109.2	106.4	1
42	CC(CCc1ccccc1)NC(=O)Cc1ccccc1 (configuration not stated)	-3.2	1.06	95.1	103.4	1
43	O=S1(=O)N=C(N2CCN(c3ccc(F)cc3)CC2)c2ccccc21	11.5	1.24	99.7	93.1	1
44	NNC(=O)c1ccc2nc(-c3ccc(Br)cc3)cn2c1	3.7	1.78	162.1*	107.9	0.8
45	COc1ccc([N+](=O)[O-])cc1N(CC(O)CN(C)C)S(=O)(=O)c1ccccc1 (configuration not stated)	-6.4	1.18	97.3	103.3	1.1
46	CCOC(=O)c1ccc(Nc2cnc3ccccc3n2)cc1	7.1	5*	171.0*	99.9	1
47	CCOC(=O)c1c(/N=C/C2=C(O)CCCC2=O)sc(C)c1C	6.2	1.19	109.2	95.5	1.1
48	CCOC(=O)/C=C1\SCC(=O)N1CC(=O)NC(C)c1ccc(F)cc1 (configuration not stated)	-0.6	1.09	94.8	100.0	1.1
49	COc1cc(=O)n(C)c2cc(N(C)C)ccc12	4.2	0.7	102.9	98.8	1
50	COc1cccc(C(=O)NN2C(=O)C3C4C=CC(O4)C3C2=O)c1 (configuration not stated)	-4.2	0.95	95.1	102.1	1
51	COc1ccccc1N1CCc2c(C)nc3c(OC)cccc3c21	7.6	0.83	82.2	98.5	1

No.	STAT1 inh	APP transl inh	APP 5'UTR act	FLuc inhib CS	ROMK mod
37	-2.2	18.5	-18.5	-4.0	-0.141
38	-23.8	-38.8	38.8	10.6	0.283
39	7.1	-2.0	2.0	-5.3	-0.0235
40	22.5	-5.7	5.7	-5.1	·
41	-11.6	-15.4	15.4	-4.3	-0.126
42	5.5	-8.6	8.6	-4.3	·
43	0.3	-8.9	8.9	-1.2	·
44	-69.0	-57.3	57.3	25.0	0.102
45	3.1	-1.2	1.2	-8.3	-0.138
46	-79.4	-135.8	135.8*	0.6	1.49
47	-10.3	-12.8	12.8	-6.5	·
48	5.8	-3.6	3.6	-5.1	·
49	-3.1	-21.5	21.5	1.9	·
50	5.3	-0.1	0.1	-0.6	1.21
51	19.8	·	·	-4.2	·

# Screening data: PubChem BioAssay, several laboratories
